# Screening data (PubChem)
# NPYLR7 ag: mosquito NPYLR7 agonism; HEK293T NPYLR7/Galpha15, GCaMP6s calcium fluorescence; activation, % at 10 µM; 270,000 compounds, 0.15% hits; AID 1259423; in the data active = activation above about 40%;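 note: 0% = vehicle and 100% = reference agonist at the receptor; some compounds past the cut are filed as inactive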
# hcGAS inh: blocks human cGAS activity; recombinant h-cGAS, ATP depletion, Kinase-Glo luminescence; AID 1259398; 290,000 compounds, 0.081% hits; inhibition, % at 12.5 µM;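 note: 0% = vehicle reaction and 100% = reaction without DNA for no activity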
# Target sequence (Q8N884 whole entry, looked up): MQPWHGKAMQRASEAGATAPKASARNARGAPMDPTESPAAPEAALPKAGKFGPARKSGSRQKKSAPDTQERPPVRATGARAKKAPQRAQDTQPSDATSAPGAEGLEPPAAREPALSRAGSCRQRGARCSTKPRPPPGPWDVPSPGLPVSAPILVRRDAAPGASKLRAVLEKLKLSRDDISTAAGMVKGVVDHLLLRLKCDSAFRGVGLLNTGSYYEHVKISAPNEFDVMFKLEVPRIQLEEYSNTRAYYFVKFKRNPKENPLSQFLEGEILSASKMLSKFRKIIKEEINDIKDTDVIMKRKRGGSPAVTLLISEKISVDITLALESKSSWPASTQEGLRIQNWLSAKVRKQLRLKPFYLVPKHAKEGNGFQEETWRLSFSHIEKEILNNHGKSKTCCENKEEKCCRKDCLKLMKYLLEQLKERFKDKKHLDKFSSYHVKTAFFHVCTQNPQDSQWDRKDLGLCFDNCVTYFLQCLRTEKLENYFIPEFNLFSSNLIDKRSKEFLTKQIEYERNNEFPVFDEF
# mcGAS inh: inhibitors of mouse cGAS | recombinant cGAS, Kinase-Glo ATP depletion luminescence | inhibition, % at 12.5 µM | 160,000 compounds, 0.15% hits | AID 1259399;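 note: 0% = negative control wells and 100% = reference inhibitor with no enzyme activity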
# Starred values were filed as active, the others as inactive; . = no result given; & = joins results of further samples. Cut-off read from the data, not from the text of the source, unless noted: active = inhibition above about 40%; inactive = the rest.
SMILES,NPYLR7 ag,hcGAS inh,mcGAS inh
Cc1ccc(N=Nc2c(C)[nH]n(-c3ccc([N+](=O)[O-])cc3)c2=O)cc1Br,5,-6,.
Cc1cccc(-c2nc3c(c(SCC(=O)N4CCOCC4)n2)Cc2c(CO)cnc(C)c2O3)c1,7,-10,-8
C=CCN(c1ccccc1)S(=O)(=O)c1ccc(Br)cc1Cl,9,-5,.
O=C1CC2(CCN(Cc3cc4c(cc3Cl)OCO4)CC2)Oc2c(Br)cc(Br)cc21,23,-5,-6
COc1ccc(C(CNC(=O)c2cc(F)ccc2O)N2CCOCC2)cc1OC (stereo not given),7,-11,-14
O=C(N/N=C\c1ccco1)c1cc(-c2cccc([N+](=O)[O-])c2)n[nH]1,0,-3,-1
COCCCN(Cc1ccc(C(O)(c2cccs2)c2cccs2)o1)Cc1ccccc1F,14,-7,-4
Cc1cc(C)n2ncc(C(=O)N3CCNCC3C(=O)N3CCOCC3)c2n1 (stereo not given),1,-5,.
COc1ccc(C(=O)N2CCN(c3ncccc3NC(=O)c3ccc4c(c3)OCO4)CC2)c(OC)c1,6,3,3
O=C(CC(c1cccc(C(F)(F)F)c1)c1c[nH]c2ccccc12)NCc1ccc2c(c1)OCO2 (stereo not given),3,0,-4
O=C1CCN(CC(O)COCc2ccco2)c2ccccc2CN1C/C=C/c1ccccc1 (stereo not given),-3,2,0
Cc1cccc(C(=O)N2CCCC(CNC(=O)c3ccc(F)cc3)C2)n1 (stereo not given),10&9,-9&-2,-5
CCc1cccc2c(C(CC(=O)NCCN3CCCC3)c3cccc(OC)c3)c[nH]c12 (stereo not given),5,-6,-8
CCOC(=O)C1(C)CCCCCN1C(=O)c1cc2ccccc2s1 (stereo not given),-3,-6,.
COc1ccc(-c2onc3c2CCc2ccccc2-3)cc1NC(=O)C(C)Cl (stereo not given),3,-1,-5
C=CCn1c(N2CCN(CCCc3ccccc3)CC2)nc2c1c(=O)[nH]c(=O)n2C,1,-3,-6
COC(=O)[C@@H](NC1CCN(c2ccc(NC(=O)c3ccc4c(c3)OCO4)cc2)CC1)c1ccccc1,6,-8,-13
Cc1ccc(NC(=O)C2(C)CCCN2C)cc1C (stereo not given),6,-10,-6
Cc1ccc(Nc2cncc(Cl)n2)cc1,-4,4,0
CN=c1scc(-c2ccccc2)n1N=Cc1ccc2c(c1)OCO2,-2,-45,.
CC(=O)N1CCc2cc(NC(=O)C3(C)CCCN3CC(C)C)ccc21 (stereo not given),6,-14,-7
CN(C)CC(NC(=O)C1COc2ccccc2C1)c1ccccc1 (stereo not given),-3,-2,.
Cn1cnn([C@H]2CC(=O)[C@@H]3OC[C@H]2O3)c1=S,1,-7,.
Clc1cccc(-n2ncc3c2ncn2nc(CCc4ccccc4)nc32)c1,3,-6,-8
C=CCn1cc(CN(C)Cc2cn[nH]c2-c2ccc(F)cc2)c(C)n1,-2,-3,-9
Cc1noc(C)c1COc1ccc(C(=O)OCCOc2ccc(Br)cc2)cc1,1,-3,-9
Cc1ccccc1Cn1c(=O)c(C(=O)NCc2ccc3c(c2)OCO3)nn(-c2ccc(C(C)C)cc2)c1=O,3,-3,-9
Cc1ccnc(NC(=O)Cn2nc([N+](=O)[O-])c(Cl)c2C)c1,-1,-7,-5
O=C(NC(=S)Nc1cccc(C(F)(F)F)c1)c1ccc(Br)o1,7,3,-6
Clc1ccccc1N1CCN(c2nc(-c3cccc(Cl)c3Cl)nc3ccccc23)CC1,-1,-2,-5
O=C(c1c(Cl)cccc1Cl)N1CCN(C(c2ccccc2)c2ccc(Br)cc2)CC1 (stereo not given),-3,-5,-6
CC(=O)NC(c1ccc(Cl)cc1)C1CCCCC1=O (stereo not given),1,-11&-10,.
Cc1cc(C)c2c(=O)cc(C)[nH]c2c1,5,-3,-2
CCOC(=O)C1(Cc2ccccc2)CCCN(C(=O)Nc2cccc(C(C)=O)c2)C1 (stereo not given),-7,-5,-3
COc1cccc(C2NC(=O)NC(C)=C2C(=O)Nc2ccc(Cl)cc2)c1OC (stereo not given),-3,-4,-9
COc1cc(NC(C)C(=O)NC2CCCC(C)C2C)ccc1N1CCCC1=O (stereo not given),4,-2,.

# Random excerpt: 2 entries already listed.
SMILES,NPYLR7 ag,hcGAS inh,mcGAS inh
C=CCn1cc(CN(C)Cc2cn[nH]c2-c2ccc(F)cc2)c(C)n1,-2,-3,-9
Cc1cc(C)c2c(=O)cc(C)[nH]c2c1,5,-3,-2

# Record cards, as listed above. Screens in order: NPYLR7 ag | hcGAS inh | mcGAS inh
# Listed for Cc1ccccc1Cn1c(=O)c(C(=O)NCc2ccc3c(c2)OCO3)nn(-c2ccc(C(C)C)cc2)c1=O : 3 | -3 | -9
# Listed for Cc1ccnc(NC(=O)Cn2nc([N+](=O)[O-])c(Cl)c2C)c1 : -1 | -7 | -5
# Listed for CC(=O)NC(c1ccc(Cl)cc1)C1CCCCC1=O (stereo not given) : 1 | -11&-10 | .
# Listed for COc1cccc(C2NC(=O)NC(C)=C2C(=O)Nc2ccc(Cl)cc2)c1OC (stereo not given) : -3 | -4 | -9
# Listed for Cc1noc(C)c1COc1ccc(C(=O)OCCOc2ccc(Br)cc2)cc1 : 1 | -3 | -9

# (continued)
SMILES,NPYLR7 ag,hcGAS inh,mcGAS inh
CCOc1ccc(CC(=O)Oc2c(S(=O)(=O)c3ccccc3)c(C)nn2C(C)(C)C)cc1,0,-5,-7
Cc1ccc(Cn2nccc2NC(=O)c2ccc(S(=O)(=O)N3CCOCC3)cc2)cc1,3,-6,.
O=C(Cn1nc(-c2ccccc2)oc1=O)N1CCC(C(=O)N2CCCCCC2)CC1,13,-4,.
CC(=O)c1ccc(NCN2C(=O)c3ccc([N+](=O)[O-])cc3C2=O)cc1,-10,-2,-4
CCC(=O)N1CCN(c2ccc([N+](=O)[O-])cc2)CC1,0,-9,.
CC(C)(C)OC(=O)N[C@@H](CCC(N)=O)C(=O)NCCc1c[nH]c2ccccc12,-6,-4,.
O=C(CC(c1cccc2c1OCO2)c1c[nH]c2ccccc12)NCc1cccc(C(F)(F)F)c1 (stereo not given),3,-4,-8
COc1cccc(-c2ccc(NC(=O)C3CCCN(C(=O)C4=CCCC4)C3)cc2)c1 (stereo not given),-1,-5&1,-2
O=S(=O)(c1ccccc1)N1C2CCC(O)(CC2)C1CN1CCOCC1 (stereo not given),17,-3,-9
CCCCCCCC(=O)N1CCC[C@@H]1C(=O)NCCCNC(=O)c1ccccc1,2,-3,-3
O=S(=O)(NCCc1csc2nc(-c3ccc(F)cc3)nn12)c1ccccc1,-17,1,0
CC(=O)c1ccccc1NCC(=O)NC(C)c1ccc(Cl)cc1Cl (stereo not given),11,-6,.

# Some entries already given, limited to hcGAS inh and mcGAS inh.
SMILES | hcGAS inh | mcGAS inh
CC(=O)c1ccccc1NCC(=O)NC(C)c1ccc(Cl)cc1Cl (stereo not given) | -6 | .
CCC(=O)N1CCN(c2ccc([N+](=O)[O-])cc2)CC1 | -9 | .
CC(C)(C)OC(=O)N[C@@H](CCC(N)=O)C(=O)NCCc1c[nH]c2ccccc12 | -4 | .
O=C(CC(c1cccc2c1OCO2)c1c[nH]c2ccccc12)NCc1cccc(C(F)(F)F)c1 (stereo not given) | -4 | -8
O=S(=O)(c1ccccc1)N1C2CCC(O)(CC2)C1CN1CCOCC1 (stereo not given) | -3 | -9

# Additional structures:
SMILES,NPYLR7 ag,hcGAS inh,mcGAS inh
CCCc1cc(CN(C)Cc2nnc(CC3CCNCC3)n2C)[nH]n1,.,-16,-6
COc1ccc(C(=O)Nc2nc(-c3cccs3)cs2)cc1,-13,-1,-1
Cc1ccc(NC(=O)CCNC(=O)c2c(C)cc(C)n(C)c2=O)cc1,0,-3,-7
O=C(OCc1cc(=O)oc2cc3c(cc12)CCC3)c1cc2ccccc2oc1=O,7,-5,.
Cc1sc2ncnc(SCC(=O)OCC(C)C)c2c1C,0,-10,-3
CC1CN2C(=O)CN(C(=O)c3ccc(N(C)C)cc3)CC2c2ccccc21 (stereo not given),3,-3,-4
COCCN1CCC(CNC(=O)CCOc2cccc(C)c2C)C1 (stereo not given),1,3,.
COc1ccc(-c2ccc(=O)n(CCNC(=O)c3ccccc3)n2)cc1,-4,2,2
CCS(=O)C1CCCC(NC(=O)NC2CCCC2SC)C1 (stereo not given),3,-2,.
Cc1cc(=O)n2nc(CSc3nnc(Cc4cccs4)n3C3CC3)sc2n1,2,-8,-5
Cc1ccc(NC(=O)c2cccn(OCc3ccccc3)c2=O)cc1Cl,5,-6,-9
COc1cccc(CN(Cc2ccco2)CC(O)Cc2ccccc2)c1 (stereo not given),-2,-6,-5
c1ccc(CCc2noc(CN3CCN(c4ccccn4)CC3)n2)cc1,3,-3,-7
CCC(=O)NCCn1nc(-c2cccnc2)ccc1=O,7,-1,.
COCCCN(CC(=O)N(CCc1ccc(OC)c(OC)c1)Cc1sccc1C)C(=O)Nc1ccccc1C(F)(F)F,-2,-7,-6
COC(=O)[C@@H]1C[C@@H](NS(=O)(=O)c2ccc3c(c2)OCCN3C)CN1C,5,-6,.
COC(=O)c1ccc(CN2CCCCC2c2ccc(F)cc2)o1 (stereo not given),0,-2,-16
CC(C)Sc1nc2ccccc2[nH]1,3,-4,.
FC(F)n1c2ccccc2c2ccccc21,-7,7,.
COc1ccc(C2Nc3ccccc3N=C3CC(c4ccccc4)CC(=O)C32)cc1O (stereo not given),-2,-1,-7
CCc1ccc(S(=O)(=O)N(C)CCCN2c3ccccc3CCc3ccccc32)cc1,-9,2,1
COC(=O)CCc1c(C)nc2c(c(-c3ccco3)nn2C2CCS(=O)(=O)C2)c1C (stereo not given),10,-9,.
Cc1cccc(-n2c(=O)c3ccc(Cl)cc3n(CC(=O)NC3CC3)c2=O)c1,-3,-6,-7
COc1ccc(-n2cc(CNCCCN3CCCC3=O)c(-c3ccccc3Cl)n2)cc1,0,0,-2
COc1ccccc1NC(=O)N(Cc1ccc(OS(=O)(=O)C(C)C)cc1)C(C)C,13,-14,-6
CCc1c(C(=O)c2[nH]c(C)c(C(C)=O)c2C)oc2ccc(F)cc12,1,-8,.
O=C(C1CCCO1)N1CCN(S(=O)(=O)c2ccc(OC(F)(F)F)cc2)CC1 (stereo not given),6,-11,.
Cn1c(=O)c2ccccc2n2c(COC(=O)C3(C#N)CCCC3)nnc12,-1,-6,.
O=C1N(Cc2ccc(F)cc2)CCCC1(O)CN1CCN(c2cnccn2)CC1 (stereo not given),22,-9,.
C=CCNC(=O)NC(=O)COC(=O)CC1CCCC1,6,-7,.
Cc1cc(Oc2ccc(Cl)c(C)c2)nc(SCc2cccc([N+](=O)[O-])c2)n1,-5,1,-3
O=C(O)c1cc2c(c(S(=O)(=O)Nc3cccc(Cl)c3F)c1)CCC2,16,-9,-14
Cc1cc(NC(=O)c2ccc(S(=O)(=O)N(C)C3CC3)cc2)n(C(C)C)n1,.,-11,-9
COCCCNC(=O)CC(c1ccc(Cl)c(Cl)c1)c1c[nH]c2ccccc12 (stereo not given),24,-4,-5
NC(=O)c1cccc(Nc2nc(C(N)C3CCCCC3)cs2)n1 (stereo not given),4,2,.
CC(=O)N1N=C(c2cccc(NS(C)(=O)=O)c2)CC1c1ccccc1O (stereo not given),-3,-6,.
CC(C)(C)NC(=O)CSc1ncnc2sc3c(c12)CCC3,-6,7,.
CN=C(C)c1c(O)n(-c2ccccc2)c(=O)[nH]c1=O,0,-3,.
CCN(CC)CCCC(C)N=C(NC(=O)c1ccc(OC)cc1)OCCOC (stereo not given),17,-5,-6
C=C(Br)Cn1c(COc2ccc(Cl)cc2Cl)nc2ccccc21,5,-3,.
CC(NC(=O)c1ccco1)C(=O)Nc1ccnn1C1CCCC1 (stereo not given),-3,-4,.
CCc1nccn1CCC(=O)N1CCC2(CCCN(CCCc3ccccc3)C2)C1 (stereo not given),.,-6,-11
COCCN(CC(=O)N(CCc1c[nH]c2ccccc12)Cc1ccc(C)cc1)C(=O)c1cccc(Br)c1,22,-2,-5
COc1ccc(C(C)NC(=O)C2CCN(CCOc3ccc(F)cc3)CC2)cc1OC (stereo not given),8,-2,-2
O=c1c2ccccc2nc(SCc2ccccc2)n1-c1cccnc1,-6,-3,.
Cc1ccc(N2CC(C(=O)NCC(CO)Cc3ccsc3)CC2=O)cc1 (stereo not given),-4,-5,.
Cn1cc(CNC2CCN(c3c(F)cccc3F)C2=O)cn1 (stereo not given),1,-11,-7
CN1CCN(c2cc(OCCNS(=O)(=O)c3cccs3)ncn2)CC1,1,0,.
Cc1cccc(Oc2c(CN(CC(O)COCc3ccco3)CC3CC3)c(-c3ccccc3)nn2C)c1 (stereo not given),-5,3,-2

# A section from further up, for reference:
SMILES,NPYLR7 ag,hcGAS inh,mcGAS inh
C=C(Br)Cn1c(COc2ccc(Cl)cc2Cl)nc2ccccc21,5,-3,.
CC(NC(=O)c1ccco1)C(=O)Nc1ccnn1C1CCCC1 (stereo not given),-3,-4,.
CCc1nccn1CCC(=O)N1CCC2(CCCN(CCCc3ccccc3)C2)C1 (stereo not given),.,-6,-11
COCCN(CC(=O)N(CCc1c[nH]c2ccccc12)Cc1ccc(C)cc1)C(=O)c1cccc(Br)c1,22,-2,-5
COc1ccc(C(C)NC(=O)C2CCN(CCOc3ccc(F)cc3)CC2)cc1OC (stereo not given),8,-2,-2
